# MLL CXXC-DNA inh = blocks binding of human MLL CXXC domain to DNA | MLL-CXXC / FITC-HOXA9 DNA fluorescence polarization | hit rate 0.037% among 290,000 | AID 2662 | Potency, µM (series often up to 115 µM), inactives show at the highest dose activity change, negative = inhibition, actives largely listed as inhibitors; active means well fitted inhibition curve with a large enough effect in the polarisation, with a control signal flat, not every such curve was filed as active; inconclusive means small, poorly fitted or top-dose-only effect, or effect the other way, or a change in a side signal; inactive means no such curve, though single readings can be large or run the other way; the % refers to the polarisation; further: potency means the concentration at half of the fitted maximal effect
#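 Fluorescence polarization: 7 uM MLL-CXXC (stock) preincubated 5 min with compounds, then 50 nM fluorescein-HOX-A9 DNA (stock) added; 30 min ambient. Buffer 50 mM Tris-HCl pH 7.5, 50 mM NaCl, 1 mM DTT, 0.05% BSA.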
# MBNL1-CUG inh = MBNL1-poly(CUG) RNA binding inhibition | TR-FRET MBNL1-His/biotin-(CUG)12 binding, 665/545 ratio | hit rate 0.036% among 280,000 | Potency, µM (highest dose often 57.5 µM), for inactives: at the highest dose activity change, negative = inhibition, actives largely listed as inhibitors | Q9NR56; active means well fitted inhibition curve with a large enough effect in the signal ratio, with a control signal flat, not every such curve was filed as active; inconclusive means small, poorly fitted or top-dose-only effect, or effect the other way, or a change in a side signal; inactive means no such curve, though single readings can be large or run the other way; the % refers to the signal ratio; further: potency means the concentration at half of the fitted maximal effect; on the % scale 0 is the no-effect control and ±100 the full control effect
#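 TR-FRET between His-tagged MBNL1 and biotin-(CUG)12 RNA, detected with Tb anti-His antibody (0.055 ng/ul) and streptavidin-XL665 (5 nM), 60 min at room temperature. Compounds titrated 92 nM to 58 uM; 665/545 nm ratio normalized to buffer and complex controls.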
# Mito fusion act = inhibitors of mitochondrial division or activators of mitochondrial fusion; Potency, µM (top dose mostly 46.1 µM), for the others: at the top dose growth rescue (activation), hits mostly activators; hit rate 0.23% among 320,000; S. cerevisiae fusion-defective mutant growth rescue, CellTiterGlo 48 h;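 further: potency means the concentration at half of the fitted maximal effect; % of control where 0% means no effect; nearly all actives have a fitted effect of over 45% in size; temperature-sensitive fusion mutants such as fzo1-1 at 37 °C on non-fermentable ethanol glycerol medium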
#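 Luminescent cell viability in 1536-well qHTS format served as the measure of rescued growth in ts fusion-mutant S. cerevisiae cultured on non-fermentable YPEG for 48 hours at 37C.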
# Integrin act MD = activators of alpha7 integrin expression for muscular dystrophy; alpha7betagal myoblasts, beta-gal FDG fluorescence, 48 h; hit rate 0.064% among 350,000; Potency, µM (titrated, usually from 38.3 µM), for the others: top-dose activation, hits mostly activators;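 further: potency means the concentration at half of the fitted maximal effect; 100% = response of the positive control SU9516; nearly all actives have a fitted effect of over 60% in size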
#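 alpha7betagal+/- myoblasts (passage 13, 250/well) treated 48 h at 37C with compounds at 1:260 dilution of DMSO stock. Lysed, then beta-galactosidase activity read as FDG fluorescence (ex 480/em 540) after 30 min, with pre-read for autofluorescence.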
# Menin-MLL TR inh = displaces Texas Red mutant MLL peptide from human menin; Menin + Texas Red MLL mutant peptide, fluorescence polarization; Potency, µM (top dose mostly 61.6 µM), inactives show top-dose FP activity change, negative = inhibition, most hits filed as inhibitors; hit rate 0.23% among 270,000; AID 1768; active means well fitted inhibition curve with a large enough effect in the polarisation, with a control signal flat, not every such curve was filed as active; inconclusive means small, poorly fitted or top-dose-only effect, or effect the other way, or a change in a side signal; inactive means no such curve, though single readings can be large or run the other way; the % refers to the polarisation; further: potency means the concentration at half of the fitted maximal effect; % of control where 0% means no effect; many of its hits are not listed in these tables
# A-T KAP1 phos = potential ataxia-telangiectasia treatment | […] A-T fibroblasts, KAP-1 phosphorylation AlphaLISA; neocarzinostatin DNA damage 30 min before lysis | Potency, µM (doses to about 57.5 µM), for the others: top-dose activation, most hits filed as activators | hit rate 0.19% among 320,000 | AID 485349; further: potency means the concentration at half of the fitted maximal effect; % of control where 0% means no effect; nearly all actives have a fitted effect of over 45% in size
#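 ATM-like activity read as KAP-1 phosphorylation via AlphaLISA donor/acceptor antibody pairs after lysis and 6 hr at 25C. Cells were ATM-null patient fibroblasts ([…], hTERT), dosed 60 min, then exposed to the DSB inducer NCS for 30 min.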
# S-ASM inh = blocks human secretory acid sphingomyelinase. placental ASM, HMU-PC fluorogenic substrate, 60 min. hit rate 0.006% among 340,000. Potency, µM (top dose mostly 57.5 µM), for inactives: top-dose activity change, negative = inhibition, most hits filed as inhibitors. AID 504937. P17405; further: potency means the concentration at half of the fitted maximal effect
#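 Steps: dispense placental human ASM, pin compound, wait 10 min at room temperature, add HMU-PC0 substrate at 9 uM final, incubate 60 min at 37 °C, add stop solution raising pH to 10, read fluorescence.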
# TSHR antagonist = human thyrotropin receptor antagonism; TSHR-expressing cells, TSH-stimulated cAMP HTRF, 2 h; active compounds read low; AID 504810; P16473; hit rate 0.2% among 330,000; activity change, negative = inhibition, % at 11.5 µM;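 active means activity change below a set negative limit, meaning inhibition stronger than a set level, cut at about -70% in these data; inconclusive means activity change between two set negative limits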; further: on the % scale 0 is the no-effect control and ±100 the full control effect
#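 Competitive HTRF cAMP read-out (cryptate anti-cAMP antibody, cAMP-d2; 30 min, room temperature) in freshly harvested TSHR cells. Compounds added before TSH at EC80 (4nM final), followed by 2 hours' incubation at 37 deg C.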
# TSG101-PTAP inh = blocks PTAP/TSG101 interaction to inhibit HIV-1 budding. Fluorescence polarization, FITC-PTAP peptide / Tsg101 binding. Potency, µM (doses to about 115 µM), for inactives: at the top dose activity change, negative = inhibition, actives largely listed as inhibitors. 340,000 tested, under 10 active. AID 493005; active means well fitted inhibition curve with a large enough effect in the main read-out, with a control signal flat, not every such curve was filed as active; inconclusive means small, poorly fitted or top-dose-only effect, or effect the other way, or a change in a side signal; inactive means no such curve, though single readings can be large or run the other way; further: potency means the concentration at half of the fitted maximal effect; % of control where 0% means no effect
#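 Fluorescence anisotropy tracks displacement of a FITC-tagged PTAP peptide (50 nM) from the Tsg101 binding domain (10 uM), following a 20 min room-temperature incubation at pH 7.5.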
# TCR activator = T cell receptor activation; AID 504894; primary human leukocytes, anti-CD3, IL-2 HTRF, 48 h; Potency, µM (top dose mostly 9.22 µM), inactives show at the highest dose activation of IL-2 secretion, most hits filed as activators; 330,000 tested, under 10 active; further: % of control where 0% means no effect
#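 Activity was scored as IL-2 release from primary human leukocytes given only a TCR signal (a-CD3 beads) plus compound for 48 hr. Detection used a two-antibody HTRF format read at 665nm.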
# Starred values were filed as active, the others as inactive; i = inactive; ? = inconclusive; . = not tested or not shown; [ ] = dose if it differs, or a comment. Unless noted, the call rests on the fitted dose curve; in most records, active means well fitted curve in the direction sought with a large enough effect; inconclusive means small, poorly fitted or top-dose-only effect, or another doubt; inactive means no such curve, though single readings can be large; an effect the other way counts as inactive or inconclusive.
Structure	MLL CXXC-DNA inh	MBNL1-CUG inh	Mito fusion act	Integrin act MD	Menin-MLL TR inh	A-T KAP1 phos	S-ASM inh	TSHR antagonist	TSG101-PTAP inh	TCR activator
O=C(NCCCn1ccnc1)C(=O)NCC1OCCN1S(=O)(=O)c1cc(F)ccc1F (configuration not stated)	-4%	12%	-3%	-11%	.	-22%	4%	-1	-1%	5%
CCC(C)(C)NC(=O)C(c1ccco1)N(C(=O)CNC(=O)c1cccs1)c1cccnc1 (configuration not stated)	4%	?	0%	20%	6%	-5%	5%	-6	-6%	1%[46.1 µM]
CCCCN(C(C)=O)c1ccc(S(=O)(=O)NC2=NCCCCC2)cc1NC(C)=O	.	.	.	8%	.	-5%	0%	.	-13%	-1%
CN(C)Cc1nc2ccccc2c(=O)n1Cc1nc(-c2cccc([N+](=O)[O-])c2)cs1	3%	.	5%	-55%[inhibitor]	6%	-1%	-2%	0	-10%	-7%
CCc1ccccc1S(=O)(=O)Cc1ccc(C(=O)NC(C)C)o1	.	.	.	24%	.	.	2%	.	-2%	-2%
COc1ccc(S(=O)(=O)Cc2ccccc2)cc1N	-16%	-8%	1%	-1%[7.66 µM]	-8%	3%	8%	-11	-8%	7%
O=C(c1ccc2c3c(cccc13)CC2)C1CCCN(C(=O)c2cccnc2)C1 (configuration not stated)	-1%	?	5%	-17%	1%	9%	2%	-6	-1%	-2%
CCOc1cc(C2NN=C(c3ccccc3)S2)ccc1OCc1ccc(F)cc1 (configuration not stated)	5%	2%	2%	29%	3%	0%	123%[activator]	12	-1%	.
CCOc1ccc(-c2nc(C)sc2CC(=O)O)cc1	1%	2%	-3%	18%	2%	3%	0%	-10	-1%	3%
CC1CCCCN1S(=O)(=O)c1ccc(S(=O)(=O)N2CCN(c3ccc(F)cc3)CC2)cc1 (configuration not stated)	-6%	-14%	-5%	-7%	-16%	-3%	1%	24	0%	0%

# Overlap with the part before: 4 compounds, followed by the next part.
Structure	MLL CXXC-DNA inh	MBNL1-CUG inh	Mito fusion act	Integrin act MD	Menin-MLL TR inh	A-T KAP1 phos	S-ASM inh	TSHR antagonist	TSG101-PTAP inh	TCR activator
O=C(c1ccc2c3c(cccc13)CC2)C1CCCN(C(=O)c2cccnc2)C1 (configuration not stated)	-1%	?	5%	-17%	1%	9%	2%	-6	-1%	-2%
CCOc1cc(C2NN=C(c3ccccc3)S2)ccc1OCc1ccc(F)cc1 (configuration not stated)	5%	2%	2%	29%	3%	0%	123%[activator]	12	-1%	.
CCOc1ccc(-c2nc(C)sc2CC(=O)O)cc1	1%	2%	-3%	18%	2%	3%	0%	-10	-1%	3%
CC1CCCCN1S(=O)(=O)c1ccc(S(=O)(=O)N2CCN(c3ccc(F)cc3)CC2)cc1 (configuration not stated)	-6%	-14%	-5%	-7%	-16%	-3%	1%	24	0%	0%
FC(F)(F)c1ccc(CN2C[C@@H]3C(c4ccccc4)C4(c5ccccc5)CC3(C4)[C@H]2c2ccccc2)cc1 (some centres not stated)	32%[activator]	-4%	-71%[inhibitor]	.	9%	3%	.	-8	.	.
CC1CC(C)CN(c2ncnc3c2cnn3C)C1 (configuration not stated)	1%	6%	7%	5%	-9%	1%	3%	8	-3%	4%
Cc1nn(C)c(C(=O)N2CCc3ccccc32)c1Cl	-11%	-8%	-11%	-29%	8%	-2%	4%	-4	-5%	-3%[46.1 µM]
COc1cc(CNCCO)cc(Br)c1OCc1cccs1	18%	-4%	-3%	-23%	-19%	3%	0%	-8	-1%	-4%
CC(=O)Nc1ccc(SC[C@H](Cc2ccccc2)N2CC[C@@H](C)CCC2=O)cc1	.	.	27%	-7%	.	19%	-4%	6	-7%	2%
COCCCN1C(=O)C(O)=C(C(=O)c2ccco2)C1c1ccc(Br)cc1 (configuration not stated)	-1%	15%	-3%	14%	0%	-1%	0%	6	-4%	-2%
COC(=O)c1c(NC(=O)CC2Nc3ccccc3NC2=O)sc(C)c1C (configuration not stated)	8%	-2%	2%	21%	.	-3%	9%	15	4%	-19%
COc1ccc(N2C(=O)[C@@H]3[C@H](C2=O)[C@H]2c4ccccc4C=CN2[C@@H]3C(C)=O)cc1	8%	?	-1%	-38%	?	-3%	-3%	-7	-15%	6%
COc1ccccc1N=C1SC(C(=O)Nc2cccc(Cl)c2Cl)C(N)=C1C(N)=O (configuration not stated)	-5%	.	6%	-4%	.	-1%	1%	-2	-5%	0%
CCCCn1c(N)c(N(CCOC)C(=O)CSCc2c(C)noc2C)c(=O)[nH]c1=O	39%[activator]	3%	1%	2%	.	28%	51%	28	-3%	-55%
O=C(Cc1cccs1)NCc1cccc(CNC(=O)Cc2cccs2)c1	-10%	-9%	-4%	-9%	-18%	-4%	5%	11	1%	10%
CCOC(=O)N1CCC(NC(=O)c2cnc3n(c2=O)CCS3)CC1	3%	11%	0%	14%	5%	4%	0%	5	-1%	3%
CCN(CC)S(=O)(=O)c1ccc(C)c(NC(=S)NC2CCCCC2)c1	-5%	-1%	-5%	15%	.	1%	6%	-9	-5%	8%
CCOC(=O)c1sc(=NC(=O)c2ccc(OC(C)C)cc2)n(C)c1C	-1%	-4%	0%	5%	-10%	-4%	10%	-1	1%	-11%
CCN(CC)C(=O)C[n+]1ccc(C(N)=O)cc1	-2%	?	10%	42%	3%	-2%	6%	16	-5%	-13%
Cc1ccc(S(=O)(=O)N2CCC(C(=O)N3CCC3)CC2)cc1	12%	1%	0%	10%	.	10%	-1%	2	-3%	-3%
CN(Cc1ccccc1)c1nc2c(c(=O)[nH]c(=O)n2C)n1CCSc1nc2ccccc2[nH]1	-4%	-1%	4%	9%	10%	-2%	-1%	0	-1%	1%
CCOc1ccc(NC(=O)CN2CCN(CC(=O)Nc3ccc(F)c(F)c3)CC2)cc1	-7%	5%	-12%	-37%	19%	-6%	2%	8	-1%	1%
COc1ccc(-c2c([C@H]3[C@H]4C=CC[C@@H](C)[C@@H]4C(=O)N3Cc3ccccc3)ccc3ccccc23)cc1	1%	-14%	-5%	19%	.	10%	-4%	5	.	-7%
COc1ccc([N+](=O)[O-])cc1NC(=O)c1cn(-c2ccc(C)c(C)c2)c(=O)c2ccccc12	12%	-5%	-1%	-11%	-11%	3%	-2%	8	-2%	1%[46.1 µM]
CCc1ccc(Cn2nnc(C(=O)Nc3cccc(C)c3)c2N)cc1	4%	8%	3%	-1%	13%	9%	8%	-13	2%	-8%
CCc1ccc2nc(N(CCN(C)C)C(=O)c3ccc4ccccc4c3)sc2c1	-2%	6%	2%	-18%	-2%	3%	-3%	-6	-3%	3%
Cc1ccc(C(=O)C(C)OC(=O)Cc2n[nH]c(=O)c3ccccc23)cc1C (configuration not stated)	.	.	-6%	-21%	.	3%	-3%	-4	0%	2%
Cc1nc(NCc2ccco2)c2c3c(sc2n1)CCC3	-5%	1%	-5%	6%	11%	5%	0%	-5	-5%	-9%
COC(=O)c1c(-c2ccc(C)cc2)csc1N	6%	14%	8%	5%	2%	9%	-6%	-4	-5%	-5%[46.1 µM]
Cc1cccc(C(=O)NC2CCN(CC(=O)N3CCOCC3)CC2)c1	1%	-4%	3%	-2%	0%	-2%	1%	-6	-1%	-3%
CC(=O)c1ccc(NS(=O)(=O)c2ccc(-c3cnc(C4CC4)o3)cc2)cc1	16%	6%	1%	18%	.	3%	-9%	-7	-2%	0%
Cc1nonc1C1CCCN1Cc1nc(-c2ccccc2Cl)oc1C (configuration not stated)	-3%	8%	-1%	8%	-10%	3%	-2%	-9	-1%	-7%
FC(F)(F)c1cc(-c2cccs2)nc2ncnn12	-7%	?	-13%	-3%	4%	2%[11.5 µM]	i	24	-1%	-1%
O=C(CCC(=O)N1CCN(S(=O)(=O)c2ccccc2Cl)CC1)c1ccccc1	.	.	8%	-6%	.	0%	.	-2	0%	1%

# Some of the compounds tested, so the mix of outcomes need not match the whole.
